# Assay outcomes from PubChem.
# PP1 counter – PP1-alpha phosphatase inhibitors, primary screen, counter-screen for PP5 inhibitor project, biochemical, fluorescence, OMFP substrate, single point | AID 2235, 2010 | Serine/threonine-protein phosphatase PP1-alpha catalytic subunit (Homo sapiens), P62136 | 320,000 tested, 0.9% active | purified PP1alpha | inhibition, % at 6.7 µM;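 active = inhibition above the mean inhibition of all tested compounds plus 3 SD, computed separately for each screening campaign, cut at about 15% in these data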
# procasp7 counter – procaspase-7 activators, primary screen, counter-screen for procaspase-3 activator project, biochemical, absorbance, HTS, human; recombinant procaspase-7, Ac-DEVD-pNA absorbance 405 nm; D23A/D198A/D206A triple mutant, cannot self-cleave; scale: DMSO 0, 5 µM enzyme 100; activation, % at 8.5 µM; 330,000 tested, 0.093% active;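 active = percent activation above the screen-wide mean plus 3 SD, cut at about 25% in these data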
#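 buffer or medium = Zinc-free HEPES/NaCl buffer, pH 7.4 | material = Procaspase-7 triple mutant (PC-7 D3A) | input = 2 µM procaspase-7 mutant as dispensed | signal = Epi-absorbance of released pNA at 405 nm, two timepoints | timing = 1 h preincubation, 2 h reaction | replicates = singlicate compound testing | evaluation = % activation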
# procasp3 activ – activators of human procaspase-3 D3A mutant, primary screen, biochemical, absorbance, PC-3 D3A mutant, single concentration; recombinant procaspase-3 D3A, Ac-DEVD-pNA absorbance 405 nm; activation, % at 8.5 µM; 330,000 tested, 0.11% active;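 active = activation above the mean of all tested compounds plus 3 SD, cut at about 21% in these data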;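 note: 0% = DMSO alone and 100% = DMSO wells spiked with extra 5 µM PC-3 D3A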
# Target sequence (P42574 whole entry D9A/D28A/D175A): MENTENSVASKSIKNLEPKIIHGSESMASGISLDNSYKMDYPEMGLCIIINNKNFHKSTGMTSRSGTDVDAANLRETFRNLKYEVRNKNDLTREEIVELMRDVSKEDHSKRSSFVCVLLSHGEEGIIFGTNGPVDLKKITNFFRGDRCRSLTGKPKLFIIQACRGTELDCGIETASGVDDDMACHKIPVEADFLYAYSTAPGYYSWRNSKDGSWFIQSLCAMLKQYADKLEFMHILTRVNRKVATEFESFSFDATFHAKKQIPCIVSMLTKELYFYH
#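 Assay system – Procaspase-3 D3A mutant, all three cleavage aspartates alanine · Controls – DMSO-only low control, 5 µM PC-3 D3A high control · Schedule – 1 h compound preincubation, 2 h substrate hydrolysis at 25 °C · Signal – 405 nm absorbance of p-nitroaniline, reads at 0 and 120 min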
# AHR act – AHR activators, primary screen, cell-based, luminescence, luciferase reporter, human | Aryl hydrocarbon receptor (Homo sapiens), P35869 | AHR-responsive luciferase reporter cells | activation, % at 5 µM | 320,000 tested, 2.5% active | AID 2796, 2010; in the data active = activation above about 47%;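 note: 0% = vehicle wells and 100% = reference agonist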
# Target sequence (P35869 whole entry, looked up): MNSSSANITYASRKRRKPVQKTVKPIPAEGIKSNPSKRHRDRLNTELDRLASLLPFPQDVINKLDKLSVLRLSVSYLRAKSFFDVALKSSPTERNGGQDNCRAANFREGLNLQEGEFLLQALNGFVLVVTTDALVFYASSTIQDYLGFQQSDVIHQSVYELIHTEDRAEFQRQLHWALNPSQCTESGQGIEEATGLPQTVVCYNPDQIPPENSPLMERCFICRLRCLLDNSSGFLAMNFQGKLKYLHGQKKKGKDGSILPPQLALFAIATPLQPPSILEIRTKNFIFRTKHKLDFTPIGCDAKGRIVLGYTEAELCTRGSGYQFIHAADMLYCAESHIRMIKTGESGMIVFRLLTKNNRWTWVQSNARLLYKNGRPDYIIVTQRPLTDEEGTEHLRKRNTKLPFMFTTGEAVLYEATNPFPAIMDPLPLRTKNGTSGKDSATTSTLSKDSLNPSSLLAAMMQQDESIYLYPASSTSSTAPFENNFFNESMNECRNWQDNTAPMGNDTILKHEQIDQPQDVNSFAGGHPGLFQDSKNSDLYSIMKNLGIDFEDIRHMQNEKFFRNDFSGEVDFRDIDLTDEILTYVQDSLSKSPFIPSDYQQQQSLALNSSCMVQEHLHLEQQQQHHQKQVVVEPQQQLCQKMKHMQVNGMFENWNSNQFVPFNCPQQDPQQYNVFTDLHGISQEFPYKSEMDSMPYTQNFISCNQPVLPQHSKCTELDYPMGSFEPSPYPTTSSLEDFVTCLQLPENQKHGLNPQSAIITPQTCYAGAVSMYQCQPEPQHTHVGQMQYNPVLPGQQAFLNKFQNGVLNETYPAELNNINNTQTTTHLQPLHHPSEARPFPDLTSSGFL
# core dimer inh – inhibitors of HCV core protein dimerization, primary screen, biochemical, TR-FRET, high-throughput | 300,000 tested, 0.33% active | TR-FRET GST/Flag-core106 dimerization, 1536-well | inhibition, % at 5 µM;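 active = inhibition above the mean of all tested compounds plus 3 SD, set per screening campaign, cut at about 45% in these data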
#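 test system = GST/Flag-tagged HCV core106 proteins | probe or stimulus = Eu donor and XL665 acceptor anti-tag antibodies | times = compound-protein-antibody incubation 4 h at 22.5 °C | signal = TR-FRET, excitation 340 nm, emission 617 and 671 nm | measure = percent inhibition of core106 dimerization signal | controls = wells lacking GST-core106 and wells with excess unlabelled core106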
# TPT1 inh – Candida albicans TPT1 enzyme inhibitors, primary screen, biochemical, fluorescence polarization | AID 1962, 2009 | inhibition, % at 5 µM | tRNA 2'-phosphotransferase TPT1 (Candida albicans SC5314) | 300,000 tested, 0.81% active | recombinant caTPT1, FP RNA substrate dephosphorylation;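 active = inhibition above the mean of all tested compounds plus 3 SD, set per screening campaign, cut at about 24% in these data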;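 note: plate controls were DMSO alone for no effect and ferristatin control at 100 nM for full effect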
# PP5 primary – PP5 phosphatase inhibitors, primary screen, biochemical, fluorescence; inhibition, % at 6.7 µM; AID 1987, 2009; 320,000 tested, 0.18% active; purified PP5c, OMFP substrate fluorescence;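 active = inhibition above the campaign's mean inhibition across all tested compounds plus 3 SD, cut at about 9.5% in these data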;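 note: 0% = DMSO only and 100% = 100 µM cantharidin control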
# Fh CTSL1 inh – Fasciola hepatica cathepsin L1 inhibitors, primary screen, counter-screen for PFM18AAP inhibitor project, biochemical, QFRET, fluorogenic peptide substrate | recombinant F. hepatica cathepsin L1, Z-Leu-Arg-MCA fluorescence | inhibition, % at 5.96 µM | 300,000 tested, 0.49% active | AID 1906, 2009;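 active = inhibition above the mean of all tested compounds plus 3 SD, set per screening campaign, cut at about 17% in these data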;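 note: 0% = plate median of test compound wells and 100% = 1 µM Z-Phe-Ala-diazomethylketone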
# PAFAH2 FP inh – PAFAH2 enzyme inhibitors, primary screen, biochemical, fluorescence polarization, human; 340,000 tested, 0.99% active; inhibition, % at 3.39 µM; recombinant PAFAH2, FP-rhodamine activity probe; Platelet-activating factor acetylhydrolase 2, cytoplasmic (Homo sapiens), Q99487; AID 492956, 2010;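 active = inhibition above the mean over all tested compounds plus 3 SD, cut at about 30% in these data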;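 note: inhibitors block probe labeling of enzyme so polarization drops; 0% = enzyme with DMSO and 100% = wells lacking PAFAH2 protein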
# An asterisk follows results filed as active; / = no result given; & = joins results of further samples.
SMILES,PP1 counter,procasp7 counter,procasp3 activ,AHR act,core dimer inh,TPT1 inh,PP5 primary,Fh CTSL1 inh,PAFAH2 FP inh
COC(=O)CSc1nnc(C)n1-c1cccc(OC)c1,-1,4,5,1,5,3,-0.5,1,-1
COc1cccc2[nH]c(C(=O)NCCCN3CCCC3=O)cc12,-9,10,5,8,2,1,-1.8,-2,1
CSc1ccc(CCNC(=O)c2ccc(CS(=O)Cc3ccccc3Cl)o2)cc1 (stereo unspecified),0,-1,3,1,-3,-4,2.6,-2,-9
COc1cccc(CN2CC(C(=O)N(C)Cc3ccnc4ccccc34)CCC2=O)c1 (stereo unspecified),-5,10,-3,0,2,0,-2.8,-3,2
Nc1ccc(-c2nnn(Cc3ccccc3F)n2)cc1,5,6,-6,6,-8,-2,3.1,5,3
CCN1CCN(c2c(Cl)cccc2NC(=O)c2ccco2)CC1,-1,4,4,-3,-3,-1,2.0,1,-6
CCCN(CC(=O)Nc1ccccc1C)C(=O)C1CCCN(C(=O)c2ccc(Cl)cc2)C1 (stereo unspecified),-5,-6,-2,7,/,/,0.4,/,-3
CCOC(=O)CC(=O)CSc1nc(CC)c(C)cc1C#N,-3,2,-8,2,0,5,0.7,0,10
S=C(NCCc1ccccc1)N1CCOCC1,-1,-3,-4,5,1,0,0.5,1,-3
CCN(CC)c1c([N+](=O)[O-])ncn1C,-1,4,2,0,3,2,0.9,0,1
CCOC(=O)c1[nH]c2cc(OC)c(OC)cc2c1NC(=O)c1ccc2c(c1)OCO2,2,8,4,40,-1,0,-0.4,7,2
CC1(C)CC(=O)c2c(O)cc(OCC(=O)N3CCN(c4ccccc4)CC3)cc2O1,20*,-9,2,1,4,-6,2.8,5,6
Cc1cc(C)c(C(=O)COC(=O)Cn2cnnn2)cc1C,-1,5,-2,2,1,-2,-1.2,-5,-5
O=C(CN1CCC(NC(=O)c2ccccc2F)CC1)Nc1ccc2c(c1)OCO2,2,-4,5,-2,-7,-2,2.1,-1,4
CC(=O)Nc1c(O)nc(SCC(=O)Nc2nnc(SCc3ccccc3)s2)[nH]c1=O,1,-1,-8,1,1,3,0.8,2,14

# Taken from above:
# `CC(=O)Nc1c(O)nc(SCC(=O)Nc2nnc(SCc3ccccc3)s2)[nH]c1=O` in AHR act → 1
# `CC1(C)CC(=O)c2c(O)cc(OCC(=O)N3CCN(c4ccccc4)CC3)cc2O1` in PAFAH2 FP inh → 6
# `CCOC(=O)CC(=O)CSc1nc(CC)c(C)cc1C#N` in core dimer inh → 0
# `CCOC(=O)c1[nH]c2cc(OC)c(OC)cc2c1NC(=O)c1ccc2c(c1)OCO2` in procasp3 activ → 4
# `CCN1CCN(c2c(Cl)cccc2NC(=O)c2ccco2)CC1` in Fh CTSL1 inh → 1

# Other entries follow:
SMILES,PP1 counter,procasp7 counter,procasp3 activ,AHR act,core dimer inh,TPT1 inh,PP5 primary,Fh CTSL1 inh,PAFAH2 FP inh
COc1cc(/C=N/N=C2/NC(=O)C(Cc3ccc(F)cc3)S2)ccc1O (stereo unspecified),8,6,-2,34,-5,-6,1.0,2,1
Cc1cccc(C)c1OCc1nnc(SCC(=O)NCCc2ccccc2)o1,0,-9,12,0,2,-2,0.6,0,-3
COC(=O)C(C)N(C(=O)c1ccc(C(=O)c2ccccc2)cc1)c1c(C)cccc1C (stereo unspecified),1,8,2,0,9,1,4.1,1,-1
COc1cc(CC(=O)OCC(=O)Nc2ccc([N+](=O)[O-])cc2)cc(OC)c1OC,-1,-1,8,-4,7,-3,2.7,0,-1
O=C(CCn1c(=O)sc2ccccc21)NC1CCCCC1,0,-1,2,3,2,-3,0.7,1,8
Cc1cc(C)nc(Nc2n[nH]c(-c3ccc(N)cc3)n2)n1,-2,6,-3,22,-15,1,2.1,-5,0
Cc1ccc(-n2nc(-c3ccco3)cc2C(=O)NCc2cccnc2)cc1,10,-4,-12,42,25,2,3.0,-3,6
Cc1ccccc1C(=O)NNC(=O)c1cccn1C,1,-8,0,9,-2,1,-1.4,4,-3
Cc1cccc2cc(/C=N/NC(=O)CN3CCOCC3)c(Cl)nc12,-4,-16,-2,4,-2,-2,0.0,-3,2
O=C(N/N=C/c1cccs1)c1cccc(S(=O)(=O)Nc2ccc(Cl)cc2)c1,0,-6,-2,7,-2,-1,2.3,2,-104
CN1C=CC=C/C1=C1/SC(=S)N(Cc2ccccc2)C1=O,-6,-18,-25,6,-15,3,-2.5,1,9
CN(C)C(CNC(=O)c1ccc(S(=O)(=O)Nc2ccccc2F)cc1)c1ccco1 (stereo unspecified),-4,2,0,0,/,/,-0.2,/,-10
Cc1cccc(NC(=S)NC23CN4CN(CN(C4)C2)C3)c1C,-3,-25,-20,0,-2,2,-0.1,7,-1
CC1CCN(c2c(NCC3CCC(C(=O)NCc4ccccc4Cl)CC3)c(=O)c2=O)CC1 (stereo unspecified),-3,5,4,-1,20,-5,-1.4,0,8
OC(CCc1cccc(Cl)c1)c1cccs1 (stereo unspecified),-1,-1,7,0,0,0,3.0,0,2

# A run of entries from the list above, as a working copy:
SMILES,PP1 counter,procasp7 counter,procasp3 activ,AHR act,core dimer inh,TPT1 inh,PP5 primary,Fh CTSL1 inh,PAFAH2 FP inh
Cc1cccc(NC(=S)NC23CN4CN(CN(C4)C2)C3)c1C,-3,-25,-20,0,-2,2,-0.1,7,-1
CC1CCN(c2c(NCC3CCC(C(=O)NCc4ccccc4Cl)CC3)c(=O)c2=O)CC1 (stereo unspecified),-3,5,4,-1,20,-5,-1.4,0,8

# Next section:
SMILES,PP1 counter,procasp7 counter,procasp3 activ,AHR act,core dimer inh,TPT1 inh,PP5 primary,Fh CTSL1 inh,PAFAH2 FP inh
Cc1ccccc1C(=O)Oc1cccc2c(O)cccc12,2,-1,4,8,18,2,2.4,8,-3
CCNc1ccc(S(=O)(=O)N(C)C)cc1NCC(=O)Nc1c(F)cccc1F,2,5,-2,1,-17,-2,0.5,1,-13
Cc1c(C(=O)N2CCOCC2)c(S(=O)(=O)Nc2ccc(C(C)C)cc2)c(C)n1C,-4,-7,4,7,6,1,-1.9,3,-17
Cc1ccc2cc(C)c(N3CCN(c4ccccn4)CC3)nc2c1,-6,-4,1,-1,5,5,2.4,1,10
CC(C)Cn1nc(NC(=O)C2CCCO2)c2cc3ccccc3nc21 (stereo unspecified),-2,0,-4,25,-6,-5,0.5,2,2
NC(=O)c1ccsc1NC(=O)C1CCCN1S(=O)(=O)c1ccc(Cl)cc1 (stereo unspecified),-2,-4,0,1,-1,-1,-0.3,1,0
CC(OC(=O)CCOc1ccccc1)C(=O)NC1CC1 (stereo unspecified),-3,8,0,-1,4,4,-1.1,-24,2
COCCNC(=O)CCCn1c(=O)c2cc(OC)c(OC)cc2n(CC(=O)c2cccc(OC)c2)c1=O,-4,-6,0,1,4,3,0.5,2,-4
COc1ccc2nc(NCCO)[nH]c2c1,1,12,0,4,-4,-2,1.7,-4,2
CCOC(=O)c1ccc(Nc2nc(C)cc(C)c2C#N)cc1,-1,-5,4,6,0,1,1.4,1,-4
CCC(C)NC(=O)COc1ccc(Br)c(C)c1 (stereo unspecified),-1,5,-5,10,-2,-5,-0.4,-3,-1
CSc1nc(-c2ccc(C)cc2)[nH]c1S(=O)(=O)c1ccccc1,-6,-13,-14,29,6,3,1.1,-8,0
CSCC[C@H](NC(=O)C1CCN(S(=O)(=O)c2ccc(C)cc2)CC1)C(=O)NC1CCS(=O)(=O)C1 (stereo partly specified),1,-1,0,-1,-4,2,-8.9,9,4
COc1ccc(C2CC(C(F)(F)F)n3nc(C(=O)O)cc3N2)cc1 (stereo unspecified),7,17,-4,-2,-2,-4,0.7,-4,-1
COC(=O)C1=C(C(=O)OC)[C@@H]2N(C)c3ccc(OC)cc3[C@@]23C[C@@H](C(=O)OC)N(C(=O)COCc2ccccc2)C3=N1,1,8,-10,-2,3,-3,-0.2,-16,/
O=C1CN(C(=O)c2cc3ccccc3oc2=O)C(c2ccccc2)c2cc(F)ccc2N1 (stereo unspecified),-1,0,1,0,8,0,3.3,1,1
CCN(C[C@H]1N[C@@](Cc2ccccc2)(C(=O)OC)[C@H]2C(=O)N(Cc3ccccc3)C(=O)[C@@H]12)C(=O)NC(C)C,/,-3,6,0,/,/,/,/,3
Cc1ccc(-c2nc(C(F)(F)F)cc(=O)[nH]2)cc1,0,7,-1,-1,-3,1,-0.1,-6,6
CCc1nc(SCC(=O)c2ccccc2)c2ccccc2n1,0,-18,-20,51*,3,-6,2.7,2,3
CC(C)N1CCC(N2CCN(CCCc3ccccc3)CC2CCO)CC1 (stereo unspecified),1,3,6,0,-3,-4,2.5,-7,-3
COC(=O)c1c(S(=O)(=O)NCc2ccccc2)sc(C(=O)O)c1C,-4,0,-4,4,-7,-3,0.7,-4,3
CC(C(=O)Nc1ccccc1Br)c1ccc([N+](=O)[O-])cc1 (stereo unspecified),-1,8,-7,-3,-8,-4,2.5,-2,-12
CC(C)c1ccc(Nc2nnc(SC3CCOC3=O)s2)cc1 (stereo unspecified),-2,18,3,-1,-1,1,2.3,-3,3
COc1ccc(C(=O)NNC(=O)COC(=O)c2sccc2C)cc1,-2,4,5,1,/,/,2.8,/,-1
COc1cccc(/C(C)=N/NC(=O)c2cc(-c3cccnc3)nc3ccccc23)c1,1,-5,-3,27,-1,1,3.2,6,-7
COC(=O)c1cc(Br)c(=O)n(Cc2ccc(OC)c(OC)c2)c1,-3,8,-8,0,0,-1,1.3,4,8
COc1ccc(N=C2SC(C(=O)Nc3ccc4c(c3)OCO4)CC(=O)N2C)cc1 (stereo unspecified),0,-8,-6,21,18,-7,1.3,3,3&5
COC(=O)CSc1nnc(Cc2cc(=O)[nH]c(=O)[nH]2)n1-c1cccc(OC)c1,1,10,-1,-1,-5,-8,1.0,-2,-12
CCc1ccc(N2CCN(C(=O)c3ccc(OC)c(OC)c3)CC2)cc1,-6,18,7,-1,-3,-4,2.4,-4,6
Cc1c(N(C)S(=O)(=O)c2cccc(C(=O)NC(C)C)c2)c(=O)n(-c2ccccc2)n1C,0,-12,-16,3,-3,1,0.8,1,-1
COc1cc(C(=O)NCC(=O)N/N=C/c2ccc(-c3ccc([N+](=O)[O-])cc3)o2)cc(OC)c1OC,4,-7,1,-2,4,20,3.0,6,2
O=c1oc(-c2cccc(C(F)(F)F)c2)nn1-c1ccc(C(F)(F)F)cn1,-1,-8,-4,1,-3,1,2.0,-4,-5
